Screens as filed in PubChem.
NPY-Y1 PAM-ag: potentiates or activates human NPY-Y1 receptor; AID 1304; actives 0.37% (n = 220,000); activation, % at 3.6 µM; NPY-Y1 expressing cells, potentiator/agonist activation; P25929; in the data active means activation above about 33%, passing the limit was not always enough;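 further: cells stimulated with NPY at EC10 then isoproterenol at EC100; 0% = low agonist plus stimulus and 100% = saturating agonist plus stimulus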
EP2 mod: EP2 receptor (human) modulation. P43116. EP2-expressing cells, cAMP HTRF FRET, PGE2 co-stimulation. induction, % at 25 µM. actives 0.83% (n = 260,000). AID 940;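 active means compounds whose cAMP rise, as percent of the full-agonist control response, exceeds 60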;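 further: rat C6 glioma line stably carrying human EP2 under a CMV promoter; the protocol text gives 20 µM as final concentration; 100% = response of wells given 1 µM PGE2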
eIF4E-4G inh: inhibitors of eIF4E and eIF4G interaction in translation initiation. P63073+Q04637. TR-FRET eIF4E-eIF4GI(517-606) binding, 2 h. inhibition, % at 21.7 µM. actives 0.37% (n = 220,000). AID 782;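 active means inhibition above about 30%, limit read from the data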;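 further: 0% = full FRET control wells and 100% = background wells lacking eIF4GI fragment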
p97 ATPase inh: blocks human p97 ATPase activity. P55072. recombinant p97 ATPase, Kinase-Glo ATP luminescence, 3 h. inhibition, % at 8 µM. actives 0.42% (n = 220,000). AID 1481; in the data active means inhibition above about 15%;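 further: 0% = DMSO vehicle and 100% = wells lacking enzyme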
Target sequence (P55072 whole entry, looked up): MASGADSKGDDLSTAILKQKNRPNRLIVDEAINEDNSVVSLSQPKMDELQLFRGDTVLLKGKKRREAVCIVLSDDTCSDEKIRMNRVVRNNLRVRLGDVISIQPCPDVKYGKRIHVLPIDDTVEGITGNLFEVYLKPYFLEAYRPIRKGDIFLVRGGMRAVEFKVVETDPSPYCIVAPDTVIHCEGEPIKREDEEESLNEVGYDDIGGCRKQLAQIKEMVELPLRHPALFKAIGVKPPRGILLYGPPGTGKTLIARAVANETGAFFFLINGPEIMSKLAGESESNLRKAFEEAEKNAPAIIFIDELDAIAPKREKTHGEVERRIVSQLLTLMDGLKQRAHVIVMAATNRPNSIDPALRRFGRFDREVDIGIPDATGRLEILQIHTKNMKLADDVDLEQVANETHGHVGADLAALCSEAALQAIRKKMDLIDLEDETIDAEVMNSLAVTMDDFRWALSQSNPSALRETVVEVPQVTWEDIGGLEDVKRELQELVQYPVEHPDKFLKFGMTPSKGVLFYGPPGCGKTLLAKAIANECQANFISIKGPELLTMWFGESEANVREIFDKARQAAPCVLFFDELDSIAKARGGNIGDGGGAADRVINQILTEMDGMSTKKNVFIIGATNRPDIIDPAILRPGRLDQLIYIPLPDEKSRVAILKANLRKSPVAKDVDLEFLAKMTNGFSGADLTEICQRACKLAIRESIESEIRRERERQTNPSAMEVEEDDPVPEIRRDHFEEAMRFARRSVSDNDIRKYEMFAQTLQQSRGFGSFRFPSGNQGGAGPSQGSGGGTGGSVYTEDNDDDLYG
NPY2 pot ag: potentiators or agonists of human neuropeptide Y receptor Y2 | P49146 | cells expressing NPY-Y2, potentiator/agonist read-out | activation, % at 3.6 µM | actives 0.45% (n = 220,000) | AID 1359; in the data active means activation above about 27%;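 further: cells stimulated with NPY near EC25 plus isoproterenol at EC100; 0% = vehicle plus submaximal agonist and 100% = vehicle plus saturating agonist; some results beyond the cut were filed as inactive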
NPY Y1 blocker: antagonists of human neuropeptide Y receptor Y1 | P25929 | HEK293-CNG Y1 cells, membrane potential fluorescence; NPY at EC95, then isoproterenol | inhibition, % at 3.6 µM | actives 1% (n = 200,000);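 active means inhibition above the campaign mean inhibition of all tested compounds plus 3 SD, cut at about 20% in these data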;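 further: 0% = DMSO wells given NPY plus isoproterenol and 100% = isoproterenol alone without NPY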
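Material: HEK293 Y1/CNG channel cell line; also added: NPY (25 nM), isoproterenol (1 µM), Ro 20-1724 (25 µM); doses: one concentration, 3.6 µM, in 0.4% DMSO; schedule: compound incubation 1 h at room temperature, readout 45 min post-stimulation; technique: membrane potential fluorescence; measure: fluorescence ratio normalized to % inhibition between controls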
S1P4 agonist: human S1P4 receptor agonism; O95977; S1P4-expressing cell line, agonist reporter assay; activation, % at 4.98 µM; actives 0.35% (n = 220,000); in the data active means activation above about 11%;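 further: 0% = DMSO vehicle and 100% = reference agonist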
S1P4 antagonist: blocks the human S1P4 receptor. O95977. S1P4-expressing cells, antagonist mode, reporter read-out. inhibition, % at 4.98 µM. actives 0.26% (n = 220,000). AID 1510; in the data active means inhibition above about 29%;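 further: 0% = wells stimulated with agonist and 100% = vehicle wells without agonist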
EP2 antag: inhibitors of human EP2 prostaglandin E2 receptor; inhibition, % at 25 µM; P43116; actives 0.52% (n = 260,000); C6 glioma cells expressing human EP2, cAMP TR-FRET; cells stimulated with saturating PGE2; AID 1422;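 active means percent inhibition above 40 after rounding to a whole number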;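 further: rat C6 glioma host cells with rolipram phosphodiesterase inhibitor present; the protocol text gives 20 µM as final concentration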
An asterisk follows results filed as active; . = not tested or not shown; & = joins results of further samples; [ ] = remark or other dose. These rows are one share of the data; count on the stated rates, not on these rows.

Under each structure – NPY-Y1 PAM-ag	EP2 mod	eIF4E-4G inh	p97 ATPase inh	NPY2 pot ag	NPY Y1 blocker	S1P4 agonist	S1P4 antagonist	EP2 antag
O=C(Cn1ccc2ccccc2c1=O)Nc1ccc2c(c1)OCO2
 : -9	1	0	0	-6	-5	-0.8	-11	32
O=C(CO/N=C/c1ccccc1O)NNC(=O)c1ccccc1Cl
 : -31	-1	1	5	-21	6	0.2	-12	6
CC1CC(C)(C)Nc2ccc(OC(=O)c3ccco3)cc21 (configuration not stated)
 : -4	7	7	2	10	0	-0.1	12	10
CCOc1ccc(NC(=O)c2ccc3snnc3c2)cc1
 : -4	8	-2	-3	-3	-2	-0.2	-3	11
Cc1ccc([N+](=O)[O-])cc1-c1ccc(/C=N/NC(=O)c2cc3c(ccc4ccccc43)o2)o1
 : -10	26	-22	-4	-19	4	1.9	-6	.
COc1ccc2c(C)cc(C)nc2n1
 : 14	13&2	4	2	-5	.	2.1	4	3&13
COc1ccc(OC)c(-c2nc(C)sc2CC(=O)O)c1
 : 2	13	-6[fluorescence artefact?]	3	15	-7	5.9	-13	22
Cc1cccc(NC(=S)NNC(=O)c2csc3c2CCC(C)C3)c1 (configuration not stated)
 : 0	-14	3	-2	-23	8	0.2	4	8
CCOC(=O)c1sc(NC(=O)Cc2ccc(C)cc2)nc1C
 : -15	-5	4	1	-23	15	1.1	12	7
O=C(NCc1ccc2c(c1)OCO2)C1CCCN(S(=O)(=O)c2cccs2)C1 (configuration not stated)
 : -8	4	0	3	1	12	2.4	-1	9
CCOC(=O)c1c(C)n(C)c2ccc(O)c(CN(CC)CC)c12
 : 70*	12	-2	5	60*	-5	-0.5	14	6
Cc1ccc(S(=O)(=O)N2CCC(C(=O)N[C@H](C(=O)N3CCN(C)CC3)C(C)C)CC2)cc1
 : -10	1	4[fluorescence artefact?]	1	-1	-3	-0.2	15	6
CCOC(=O)c1ccccc1NC(=O)c1cc(S(=O)(=O)N2CCOCC2)ccc1F
 : -44	-28	2	2	-14	6	-0.5	1	3
O=C(CO/N=C/c1ccc(Cl)cc1Cl)NNC(=O)c1cccc(Cl)c1
 : -10	-38	0	8	-10	.	0.4	-3	9
O=C(Nc1nc2ccsc2c(=O)s1)c1ccc(F)cc1
 : -29	-10	-2	2	-23	.	0.2	-3	15
O=C(CN1CCN(S(=O)(=O)c2ccc(Br)cc2)CC1)N/N=C/c1cccnc1
 : 28	-7	0	1	5	0	-0.9	0	7
CN(C)C=NC(=O)c1cc(C(=O)c2ccc(Cl)cc2)c[nH]1
 : 5	-14	3	-2	-20	1	-0.3	-14	15
S=c1[nH]nc(COc2cccc3ccccc23)n1Cc1ccccc1
 : 12	-4	-4	-2	8	.	1.1	-4	8
CCOC(=O)c1cnc2cc(C)nn2c1C
 : -19	-3	-1	-7	9	-1	-4.0	6	14
O=S(=O)(NCCC(c1ccc(F)cc1)c1ccco1)c1ccccc1 (configuration not stated)
 : -24	20	-1[fluorescence artefact?]	-3	7	2	2.4	-13	5
COc1cc2c(cc1NC(=O)/C=C/c1cc(OC)c(OC)c(OC)c1)oc1ccccc12
 : -61	-15	3	5	-9	-5	-2.4	-4	10
CN1c2ccccc2N(C)C1(C)c1cccc2ccccc12
 : -3	9	-2	-1	2	3	1.0	-20	13
O=C(Cc1ccc2c(c1)OCCO2)N1CCN(S(=O)(=O)c2ccccc2C(F)(F)F)CC1
 : 0	-36	-16	-5	5	-3	1.7	-33	6
Cc1cc(Br)cc(Cl)c1OCC(=O)NC(=O)NCc1ccccc1
 : -19	14	1	0	4	10	0.7	-15	8
CC1(C(=O)NC2CCCCCCC2)CCC(=O)N1Cc1cccnc1 (configuration not stated)
 : 9	25	-5	1	3	2	0.5	0	8
CC(C)(C)c1cc(-c2ccccc2)no1
 : 15	-15	-2	7	-12	.	-0.3	-4	6
Cc1cc(N(CC(=O)O)S(C)(=O)=O)ccc1Br
 : -8	22	1	-1	-16	4	-0.7	-13	10
CSc1ccc(CCNC(=O)c2cc(C)nn2-c2ccccc2)cc1
 : 4	-11	6	4	3	.	-1.7	-10	3
O=C1NC(c2ccccc2)Nc2c1sc(=S)n2-c1ccccc1 (configuration not stated)
 : 7	-31	-1	-3	8	-2	1.7	-5	8

Part of the list above, showing only NPY-Y1 PAM-ag:
Compound	NPY-Y1 PAM-ag
O=C(Nc1nc2ccsc2c(=O)s1)c1ccc(F)cc1	-29
O=C(CN1CCN(S(=O)(=O)c2ccc(Br)cc2)CC1)N/N=C/c1cccnc1	28

Exported as comma-separated lines: 7 of the compounds above
Compound,NPY-Y1 PAM-ag,EP2 mod,eIF4E-4G inh,p97 ATPase inh,NPY2 pot ag,NPY Y1 blocker,S1P4 agonist,S1P4 antagonist,EP2 antag
Cc1cccc(NC(=S)NNC(=O)c2csc3c2CCC(C)C3)c1 (configuration not stated),0,-14,3,-2,-23,8,0.2,4,8
CCOC(=O)c1sc(NC(=O)Cc2ccc(C)cc2)nc1C,-15,-5,4,1,-23,15,1.1,12,7
O=C(NCc1ccc2c(c1)OCO2)C1CCCN(S(=O)(=O)c2cccs2)C1 (configuration not stated),-8,4,0,3,1,12,2.4,-1,9
CCOC(=O)c1c(C)n(C)c2ccc(O)c(CN(CC)CC)c12,70*,12,-2,5,60*,-5,-0.5,14,6
Cc1ccc(S(=O)(=O)N2CCC(C(=O)N[C@H](C(=O)N3CCN(C)CC3)C(C)C)CC2)cc1,-10,1,4[fluorescence artefact?],1,-1,-3,-0.2,15,6
CCOC(=O)c1ccccc1NC(=O)c1cc(S(=O)(=O)N2CCOCC2)ccc1F,-44,-28,2,2,-14,6,-0.5,1,3
O=C(CO/N=C/c1ccc(Cl)cc1Cl)NNC(=O)c1cccc(Cl)c1,-10,-38,0,8,-10,.,0.4,-3,9
